# Screens (PubChem BioAssay)
# A-T KAP1 phos: potential ataxia-telangiectasia treatments restoring KAP-1 phosphorylation. […] A-T fibroblasts, KAP-1 phosphorylation AlphaLISA; neocarzinostatin DNA damage 30 min before lysis. Potency, µM (series often up to 57.5 µM), for the others: top-dose activation, hits mostly activators. 320,000 compounds, 0.19% hits. AID 485349; note: potency is the fitted concentration of half-maximal effect; % of control where 0% means no effect; nearly all actives have a fitted effect of over 45% in size
#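 hTERT-immortalized A-T patient fibroblasts ([…]), 500 cells/well in OPTI-MEM, 1% FBS, got compounds for 60 min, then NCS for 30 min at 37C. Lysates were then assayed for phospho-KAP-1 by AlphaLISA (anti-pKAP1 donor, anti-KAP1 acceptor beads), 6 hr at 25C.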
# ASM inhibitor: inhibitors of human secretory acid sphingomyelinase. placental ASM, HMU-PC fluorogenic substrate, 60 min. 340,000 compounds, 0.006% hits. Potency, µM (top dose mostly 57.5 µM), inactives show top-dose activity change, negative = inhibition, actives largely listed as inhibitors. AID 504937; note: potency is the fitted concentration of half-maximal effect
#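 Fluorescence read-out (Ex 386 nm, Em 447 nm) after stopping the reaction at pH 10. Enzyme: ASM from human placenta; substrate HMU-PC0, 9 uM final; 60 min, 37 °C. Compound preincubation 10 min, ambient temperature.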
# KCNH2 3.1 inh: KCNH2 3.1 (human) potassium channel inhibition | U2OS KCNH2 3.1, thallium flux FluxOr; hits give low values | activity change, % (tested at about 1.8 µM) | 340,000 compounds, 0.95% hits | AID 720553;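 active = maximum activity change below -70%; inconclusive = maximum activity change from -70% to -50%; inactive = maximum activity change above -50%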;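 note: thallium influx rate constant from kinetic fluorescence after stimulation buffer; % is set by controls: 0 for no effect and ±100 for the full control effect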
#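 Channel expression came from 3.1 mutant virus (1.77 x 10^8 /mL) applied to suspended U2OS cells for 4 h. Flux was tracked with FluxOr dye plus Red40 quencher, and kinetic rate constants normalized to controls.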
# hERG WT inh: inhibitors of human wildtype KCNH2 potassium channel; Q12809; U2OS, BacMam KCNH2, thallium flux FluxOr; hits give low values; activity change, % at 1.84 µM; 340,000 compounds, 0.37% hits; AID 720551;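 active = maximum activity change below -70%; inconclusive = maximum activity change between -70% and -50%; inactive = maximum activity change above -50%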; note: % is set by controls: 0 for no effect and ±100 for the full control effect
#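 U2OS cells transduced with wild-type KCNH2 virus are loaded with FluxOr dye for 45 min, and thallium flux is measured in kinetic reads before and after stimulation buffer. Rate constants are normalized to DMSO controls.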
# TRPV1 ag: agonists of human vanilloid receptor 1 (TRPV1) | 320,000 compounds, 0.19% hits | activation, % at 8.33 µM | Q8NER1 | TRPV1-expressing cells, Fluo-8 calcium influx, agonist mode; in the data active = activation above about 80%; inconclusive = between about 30% and that limit; note: 0% is about no effect
#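 Cells expressing TRPV1 were dye-loaded with Fluo-8 and read kinetically: 10 s baseline, 3 min after compound (agonist portion), then 2 min after EC20 capsaicin (allosteric enhancer portion). Calcium-bound dye fluorescence at 480/520 nm.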
# An asterisk follows results filed as active; ? = inconclusive. Unless noted, calls come from the whole dose curve; as a rule, active = well fitted curve in the direction sought with a large enough effect; inconclusive = small, poorly fitted or top-dose-only effect, or another doubt; inactive = no such curve, though single readings can be large; an effect the other way counts as inactive or inconclusive. Some of the compounds tested; rates above refer to the full screens.
SMILES,A-T KAP1 phos,ASM inhibitor,KCNH2 3.1 inh,hERG WT inh,TRPV1 ag
CC(=O)N1C[C@H](O)C[C@H]1C(=O)O,?,-2%,16,-12,-2
CC[C@@H]1C(=O)OC[C@@H]1Cc1cncn1C,3%,1%,0,-1,-1
